EWS-Fli inh = inhibitors of EWS/Fli oncoprotein transcriptional activity; A673 NR0B1-luciferase reporter, viability-normalised; inhibition, % at 12.6 µM; actives 0.67% (n = 350,000);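 active means mean inhibition of at least 50% after viability correction, with every replicate also passing that limit; inconclusive means mean reaches 50% but only one of two replicates passes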;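 further: firefly luciferase signal divided by Alamar Blue viability fluorescence both relative to DMSO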
INS-1E GSIS act = GLuc luminescence reporter in INS-1E cells, primary screen for activators of glucose-dependent secretion of insulin | INS-1E GLuc reporter insulin secretion, 2-3 h | activation, % at 16.6 µM | actives 0.61% (n = 370,000) | AID 743287;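 active means lowest replicate activation of at least 40%, so every replicate reaches that level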;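 further: 0% = median of neutral control wells and 100% = median of IBMX positive control wells; some compounds called inactive have numbers as strong as hits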
DENV2 CPE rescue = DENV2-induced cell death inhibition. DENV2-infected cells, cytopathic effect rescue, plate reader. CPE inhibition, % at 9.99 µM. actives 1.7% (n = 350,000); in the data active means CPE inhibition above about 20%, passing the limit was not always enough; inconclusive means no clear call, values can overlap the other calls; tested in BHK-21 cells;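 further: 0% = median of neutral control wells and 100% = median of positive control wells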
F508del corr = correctors of CFTR F508del function in bronchial epithelial cells; CFBE cells, YFP halide quenching; stimulated with forskolin plus potentiator P3; % fluorescence drop versus neutral controls; activity (quench increase), % at 7.58 µM; actives 0.36% (n = 350,000); AID 720511;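 active means mean added fluorescence quench of at least 8% versus neutral control, with both replicates also reaching 8%; inconclusive means only one of the mean or replicate conditions met; inactive means mean below 8% and not both replicates reaching 8%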;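 further: cells transiently co-express mutant CFTR-F508del with the halide-sensitive YFP; corrector assay measuring rescue of mutant channel to the surface after 24 h compound exposure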
FN deposit inh = fibronectin deposition inhibition. inhibition, % at 12.6 µM. actives 0.086% (n = 350,000). AID 743247. AH1F fibroblasts, Alexa488-fibronectin deposition fluorescence, overnight;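 active means mean inhibition across replicates of 30% or more, regardless of how many single replicates reach that level; inconclusive means mean under 30% yet at least half of replicates reach 30%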;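 further: positive control wells lacked labelled fibronectin entirely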
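Assay system: AH1F fibroblasts assembling fluorescent fibronectin matrix; Amount: 10000 AH1F cells per well; Buffer or medium: DMEM, 2% serum; Probe or stimulus: Alexa488-fibronectin, 24 nM final in well; Doses: single compound dose, delivered by pin transfer; Incubation: 1 h adhesion, overnight exposure; Measured by: fluorescence 485/525 nm; Read-out: fibronectin deposition inhibition.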
PAX8 inh HTS = inhibitors of PAX8 transcriptional activity in RMG-I cells | RMG-I TPO-luciferase reporter, SteadyGlo, 24 h | inhibition, % at 12.6 µM | actives 1.2% (n = 360,000);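 active means mean replicate inhibition at least 60% with every replicate also reaching 60%; inconclusive means only one of the two criteria is met; inactive means mean below 60% and not all replicates reaching 60%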;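 further: luciferase light reporting Pax8 driven TPO promoter activity; plate controls were median of neutral control wells for no effect and mitoxantrone controls for full effect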
miR-122 sensor = blocks miR-122 activity in Huh7 sensor cells | actives 0.3% (n = 340,000) | Huh7 miR-122 Renilla luciferase sensor, 48 h; neutral wells = 0, positive control = 100 | activation (reporter increase), % at 12.5 µM;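 active means mean replicate activation score at least 90 and every replicate individually at or above 90; inconclusive means only one of the two criteria met; inactive means neither criterion met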;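 further: higher luciferase means less miR-122 activity so hits act as miR-122 inhibitors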
Active calls of the source: *; ? = inconclusive; · = no result given; & = joins results of further samples; [ ] = remark or other dose.

SMILES | EWS-Fli inh | INS-1E GSIS act | DENV2 CPE rescue | F508del corr | FN deposit inh | PAX8 inh HTS | miR-122 sensor
CNC[C@H]1Oc2ncc(Br)cc2C(=O)N([C@@H](C)CO)C[C@@H]1C | -3 | -3 | · | -5.0 | · | 4 | -6[16.7 µM]
Cc1ccc2c(C(=O)CN3CCN(C(=O)c4ccco4)CC3)c(C)[nH]c2c1 | 3 | -23 | -1 | 2.3 | -1 | 13 | 1
C/C=C/c1ccc([C@@H]2[C@H](CO)N(C(=O)C3CCC3)C23CN(C(=O)NC(C)C)C3)cc1 | -2 | -3 | 1 | 0.3 | 11 | · | ·
CC(=O)N(C)C[C@@H]1Oc2cc(-c3cccc(C#N)c3)ccc2S(=O)(=O)N([C@@H](C)CO)C[C@H]1C | 3 | 12 | 7 | -0.1 | 8 | · | -4[16.7 µM]
O=C(CSc1cccc(C(F)(F)F)c1)NCc1ccccc1 | -3 | -31 | ? | -2.6 | 4 | 35 | ·
O=C(CSc1nnc(SCc2ccc(Cl)cc2)s1)N/N=C/c1ccc(Cl)cc1Cl | -8 | -17 | 2 | -3.8 | 5 | -22 | ·
Cc1c(C(=O)Nc2ccc(Cl)cn2)oc2ccccc12 | · | · | · | · | 5 | 19 | 0
COc1cccc(CNC(=O)[C@@H]2[C@@H](CO)[C@@H]3Cn4c(ccc(C5=CCCC5)c4=O)[C@@H]3N2CC2CC2)c1 | 4 | -3 | 18 | 0.2 | · | 10 | -5[16.7 µM]
CCC(C(=O)NCc1ccc(C)cc1)c1ccccc1 (stereo not given) | -7 | -2 | -7 | -0.2 | -24 | -25 | -4
C=CCNCCOc1ccc(C)cc1[N+](=O)[O-] | 3 | -1 | 5 | -0.3 | -6 | 2 | ·
Cc1cc(C)n(-c2ccc(S(N)(=O)=O)cc2[N+](=O)[O-])n1 | 7 | 4 | -7 | 6.1 | 4 | -2 | 0
COCCOC(=O)N1C(=O)[C@@]2(c3cc(C#Cc4ccc(OC)cc4)ccc31)[C@H](c1ccccc1OCCO)N1[C@H](c3ccccc3)[C@H](c3ccccc3)OC(=O)[C@H]1[C@@H]2C(=O)N1CCN(c2ncccn2)CC1 | 7 | · | 2 | 0.9 | · | 1 | ·
O=C(/C=C/c1cccc([N+](=O)[O-])c1)OCC(=O)N1CCN(C(=O)c2ccco2)CC1 | 0 | · | ? | 0.2 | -2 | -13 | -1
CCOc1ccc(Br)cc1S(=O)(=O)Nc1ccc(C(=O)OC(C)C(=O)N(C)c2ccccc2)cc1 (stereo not given) | 10 | -10 | · | · | -6 | 8 | ·
COc1ccccc1N1C(=N)S/C(=C\c2ccc(-c3ccccc3C(=O)O)o2)C1=O | 6 | · | -4 | · | -5 | -6 | 11
Cc1ccc(NC(=S)N(CCCN2CCCC(C)C2)Cc2ccco2)cc1C (stereo not given) | 12 | -2 | -6 | 7.6 | · | -40 | ·
COc1ccc(CC(=O)Oc2ccc(F)cc2)cc1 | 12 | · | 20 | 2.5 | -4 | -8 | -8
O=C(O)CN=C(NS(=O)(=O)c1ccc(Cl)cc1)c1ccc(F)cc1 | -1 | 2 | 0 | -5.4 | -9 | 0 | ·
Cc1ccccc1C(OCCN(C)C)c1ccccc1 (stereo not given) | -4&-4 | -5 | -2&-7 | 3.5&3.4 | 1 | -3&-3 | -5&6
COc1ccccc1CNC(=O)C1CCC(=O)N1C(C)C (stereo not given) | -7 | 9 | 4 | 1.7 | 3 | 6 | ·
CC(C)CCNC(=O)c1cc(S(=O)(=O)N2CCc3ccccc32)cn1C | 17 | 15 | 2 | -0.6 | 7 | 22 | 5
Cc1cnc(C(=O)OCc2ccc(Br)cc2)cn1 | 1 | -4 | -6 | -0.5 | 0 | -8 | ·
CC(C)=NNc1nc2c(c(=O)[nH]c(=O)n2C)n1CCc1ccccc1 | 10 | 8 | 5 | -0.3 | -3 | 18 | -5
Cc1ccc(-c2cc(C(=O)N/N=C/c3c(C)nn(-c4ccccc4)c3C)n[nH]2)s1 | 28 | -8 | -5 | · | -8 | 32 | 55
CCOc1cc(/C=N/O)cc(Br)c1OCC(=O)NCc1ccccc1 | 21 | 28 | -5 | -0.8 | 3 | -3 | -1
Cc1cccc(CC2S/C(=N/N=C/c3ccco3)N(c3ccccc3)C2=O)c1 (stereo not given) | 8 | · | -5 | · | 8 | -5 | ·
CC(Sc1ncccn1)C(=O)Nc1ccc2c(c1)OCO2 (stereo not given) | -8 | 0 | -6 | 2.8 | 7 | -12 | ·
CC(=O)Nc1ccc(C(=O)N2CCCCC2c2cc(C(=O)NCc3ccccc3)no2)cc1 (stereo not given) | -9 | -8 | 6 | -1.0 | 8 | 7 | 2
C[C@@H]1CN([C@H](C)CO)C(=O)c2cccc(NC(=O)c3ccncc3)c2O[C@H]1CN(C)Cc1ccc(C(=O)O)cc1 | -7 | 2 | -7 | 1.0 | · | -20 | -1[16.7 µM]
Cn1nccc1C(=O)Nc1cc(Cl)ccc1Cl | -9 | -8 | 2 | 0.1 | -7 | -6 | -4
COc1ccc(C2(c3ccc(OC)cc3)NC(=O)N(CC(=O)NC3CCCC3)C2=O)cc1 | 5 | -36 | 3 | 0.3 | -10 | 10 | -8
COc1ccc(OC)c(CCNC(=O)CS(=O)(=O)Cc2nc(-c3ccc(C)cc3)oc2C)c1 | · | -33 | · | · | 1 | · | 0
C=CCN(c1ccccc1)S(=O)(=O)c1ccc2c(c1)N(C(C)=O)CCO2 | -16 | 8 | 1 | -0.8 | 5 | -3 | 11
CCn1c(=O)c2cc(C(=O)N(C)CC(OC)OC)sc2c2ccccc21 | -9 | -3 | 5 | -0.9 | -6 | -9 | 7
CC(C)[C@H](NC(=O)N1CC(=O)Nc2ccccc21)C(=O)N[C@@H](Cc1c[nH]c2ccccc12)C(=O)O | 11 | 2 | -1 | 3.2 | · | · | -2
COC(=O)c1cnc(NC(=O)C2(C)CCN2C(=O)C(C)C)s1 (stereo not given) | -1 | · | -1 | -0.4 | · | -8 | -2
C[C@H](CO)N1C[C@H](C)[C@@H](CN(C)Cc2ccc(Oc3ccccc3)cc2)Oc2ccc(NS(=O)(=O)c3ccccc3)cc2C1=O | 2 | -11 | -15 | 0.3 | · | -6 | -6[16.7 µM]
COc1cccc(NC(=O)CCS(=O)(=O)c2cc3c(cc2Cl)NC(=O)CO3)c1 | · | 11 | -4 | 0.1 | -6 | -1 | 2
CCCN1CNC(=S)N(c2ccc(C(=O)OCC)cc2)C1 | · | 9 | · | · | · | -29 | -3
O=C(NCc1cccc(C(F)(F)F)c1)c1cccc(S(=O)(=O)NCc2ccccc2)c1 | · | -40 | · | · | -3 | 4 | 26

Arranged by number of heavy atoms (descending): 8 of the compounds above
SMILES | EWS-Fli inh | INS-1E GSIS act | DENV2 CPE rescue | F508del corr | FN deposit inh | PAX8 inh HTS | miR-122 sensor
C[C@@H]1CN([C@H](C)CO)C(=O)c2cccc(NC(=O)c3ccncc3)c2O[C@H]1CN(C)Cc1ccc(C(=O)O)cc1 | -7 | 2 | -7 | 1.0 | · | -20 | -1[16.7 µM]
CC(=O)Nc1ccc(C(=O)N2CCCCC2c2cc(C(=O)NCc3ccccc3)no2)cc1 (stereo not given) | -9 | -8 | 6 | -1.0 | 8 | 7 | 2
Cc1ccc(-c2cc(C(=O)N/N=C/c3c(C)nn(-c4ccccc4)c3C)n[nH]2)s1 | 28 | -8 | -5 | · | -8 | 32 | 55
COc1cccc(NC(=O)CCS(=O)(=O)c2cc3c(cc2Cl)NC(=O)CO3)c1 | · | 11 | -4 | 0.1 | -6 | -1 | 2
CC(C)CCNC(=O)c1cc(S(=O)(=O)N2CCc3ccccc32)cn1C | 17 | 15 | 2 | -0.6 | 7 | 22 | 5
CCOc1cc(/C=N/O)cc(Br)c1OCC(=O)NCc1ccccc1 | 21 | 28 | -5 | -0.8 | 3 | -3 | -1
CCCN1CNC(=S)N(c2ccc(C(=O)OCC)cc2)C1 | · | 9 | · | · | · | -29 | -3
Cc1cnc(C(=O)OCc2ccc(Br)cc2)cn1 | 1 | -4 | -6 | -0.5 | 0 | -8 | ·

Next part
SMILES | EWS-Fli inh | INS-1E GSIS act | DENV2 CPE rescue | F508del corr | FN deposit inh | PAX8 inh HTS | miR-122 sensor
O=C(O)c1sccc1Oc1ccc(NS(=O)(=O)c2ccc(Cl)cc2)cc1 | 1 | 15 | ? | -0.7 | 0 | -4 | ·
CC1c2ccccc2-c2ccccc2N1C (stereo not given) | -6 | -39 | -5 | 3.0 | 2 | -16 | 1
CN1[C@H](C(=O)NCCN2CCCC2)[C@@H](CO)[C@@H]2Cn3c(ccc(/C=C/c4ccccc4)c3=O)[C@@H]21 | · | 3 | 2 | -2.1 | · | -20 | ·
O=C(NCc1ccco1)Nc1ccc(Br)cc1Cl | · | -9 | · | · | -2 | · | -2
C[C@@H]1CCCCO[C@@H](CN(C)S(=O)(=O)c2ccc(Cl)cc2)[C@H](C)CN([C@H](C)CO)C(=O)c2cc(N(C)C)ccc2O1 | -5 | 2 | -14 | 1.7 | · | 33 | -7[16.7 µM]
CC(C)CC#Cc1ccc2c(c1)O[C@H](CN(C)S(=O)(=O)c1cccc(F)c1)[C@H](C)CN([C@H](C)CO)S2(=O)=O | 9 | 14 | 22* | 1.8 | · | · | 39[16.7 µM]
COC(=O)Cc1ccc(NC(=O)c2ccccc2Br)cc1 | ? | -6 | 6 | 1.6 | 4 | -66 | ·
C[C@@H]1CN([C@H](C)CO)C(=O)c2cc(NC(=O)Nc3ccccc3)ccc2O[C@@H](C)CCCCO[C@@H]1CN(C)C(=O)CCC(F)(F)F | -9 | 9 | -4 | -1.6 | -14 | -17 | 0[16.7 µM]
O=C(N/N=C1/CCCc2ccccc21)c1cc([N+](=O)[O-])cc([N+](=O)[O-])c1 | 0 | 0 | -4 | 1.3 | -20 | -19 | ·
CN1C(C(=O)Nc2ccc(OC(F)(F)F)cc2)=CC(c2cccs2)=NS1(=O)=O | 3 | -22 | 1 | -1.7 | 1 | 12 | 0
Cc1noc(C)c1NC(=O)Nc1cccc2c1O[C@H](CN(C)C(=O)Nc1ccc(F)cc1)[C@@H](C)CN([C@@H](C)CO)C2=O | -1 | 1 | · | -0.2 | · | · | 1[16.7 µM]
C[C@H]1CCCCO[C@H](CN(C)C(=O)Nc2cccc3ccccc23)[C@@H](C)CN([C@@H](C)CO)C(=O)c2cc(NC(=O)Nc3ccccc3)ccc2O1 | 1 | -10 | 5 | -1.1 | -2 | 10 | 0[16.7 µM]
COc1nc(NC2CCCCC2)nc(N2CCCCCC2)n1 | · | · | · | · | -13 | -15 | -5
CCCNC(=O)N[C@@H]1C=C[C@@H](CC(=O)NC2CCC2)O[C@H]1CO | -5 | 8 | -5 | 0.7 | -2 | -10 | ·
CC(=O)c1ccc(NC(=O)Nc2cccnc2)cc1 | -51 | -8 | 11 | 0.1 | 4 | -155 | -2
COCCCn1c(=O)c2sccc2n(Cc2cc(C(=O)OC)ccc2OC)c1=O | 15 | 1 | 2 | 3.3 | 0 | 8 | -1
COc1cccc(NC(=O)CN(C)C(=O)CSc2nc3ccccc3s2)c1 | -2 | -35 | · | 5.3 | 3 | 23 | ·
C[C@H](CO)N1C[C@H](C)[C@@H](CN(C)C(=O)Nc2ccc3c(c2)OCO3)OCc2ccccc2-c2ccccc2C1=O | -7 | 9 | · | 1.1 | 7 | -25 | ·
CC(C)(C)c1ccc(C(=O)n2cnc3ccccc32)cc1 | 7 | -4 | 9 | 0.0 | -5 | 11 | -2

Bioassay records (PubChem BioAssay)
